Screening data: PubChem, National Center for Advancing Translational Sciences (NCATS)
B2AR arrestin: beta2AR (human) beta-arrestin recruitment activity. P07550. beta-arrestin recruitment to beta2AR, cell-based reporter. Potency, µM (top dose mostly 46.1 µM), inactives show at the top dose activation, usual class: activators. hit rate 0.02% among 330,000;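 note: potency is the fitted concentration of half-maximal effect; 0% = DMSO controls and full agonism = EC100 isoproterenol or metaproterenol; nearly all actives have a fitted effect of over 65% in size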
TRPV1 agonist: agonists of human vanilloid receptor 1 (TRPV1); Q8NER1; TRPV1-expressing cells, Fluo-8 calcium influx, agonist mode; activation, % at 8.33 µM; hit rate 0.19% among 320,000; AID 540275; in the data active = activation above about 80%; inconclusive = between about 30% and that limit; note: 0% is about no effect
Target sequence (Q8NER1 whole entry, looked up): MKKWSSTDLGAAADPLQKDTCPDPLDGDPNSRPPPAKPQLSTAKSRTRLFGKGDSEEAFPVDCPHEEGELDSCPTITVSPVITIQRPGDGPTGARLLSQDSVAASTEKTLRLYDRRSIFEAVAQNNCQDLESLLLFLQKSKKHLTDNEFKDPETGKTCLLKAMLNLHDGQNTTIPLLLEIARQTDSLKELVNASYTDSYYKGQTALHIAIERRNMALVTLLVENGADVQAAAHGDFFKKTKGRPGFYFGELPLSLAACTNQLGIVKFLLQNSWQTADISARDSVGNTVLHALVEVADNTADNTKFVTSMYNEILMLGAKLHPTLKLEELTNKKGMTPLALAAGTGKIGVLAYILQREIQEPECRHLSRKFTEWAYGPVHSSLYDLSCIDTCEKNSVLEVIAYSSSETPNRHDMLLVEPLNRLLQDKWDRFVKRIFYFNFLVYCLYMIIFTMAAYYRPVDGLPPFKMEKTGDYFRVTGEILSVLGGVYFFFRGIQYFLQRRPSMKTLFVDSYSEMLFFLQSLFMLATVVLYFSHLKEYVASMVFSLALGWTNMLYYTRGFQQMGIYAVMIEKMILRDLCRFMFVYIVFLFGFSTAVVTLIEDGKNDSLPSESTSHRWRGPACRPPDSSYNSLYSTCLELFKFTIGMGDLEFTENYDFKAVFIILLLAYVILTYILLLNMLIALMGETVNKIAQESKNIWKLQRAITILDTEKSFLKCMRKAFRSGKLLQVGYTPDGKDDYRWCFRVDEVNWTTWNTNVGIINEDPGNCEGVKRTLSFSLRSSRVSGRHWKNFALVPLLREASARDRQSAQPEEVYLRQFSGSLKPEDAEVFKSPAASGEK
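Cells expressing TRPV1 were dye-loaded with Fluo-8 and read kinetically: 10 s baseline, 3 min after compound (agonist portion), then 2 min after EC20 capsaicin (allosteric enhancer portion). Calcium-bound dye fluorescence at 480/520 nm.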
S-ASM inh: inhibitors of human secretory acid sphingomyelinase. P17405. placental ASM, HMU-PC fluorogenic substrate, 60 min. Potency, µM (series often up to 57.5 µM), without a hit: top-dose activity change, negative = inhibition, hits mostly inhibitors. hit rate 0.006% among 340,000; note: potency is the fitted concentration of half-maximal effect
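Fluorescence read-out (Ex 386 nm, Em 447 nm) after stopping the reaction at pH 10. Enzyme: ASM from human placenta; substrate HMU-PC0, 9 uM final; 60 min, 37 °C. Compound preincubation 10 min, ambient temperature.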
USP2a inh: blocks human ubiquitin-specific protease USP2a. USP2 core, Ub-CHOP2 coupled fluorogenic reporter, 485/531. O75604. Potency, µM (series often up to 38.3 µM), without a hit: top-dose activity change, negative = inhibition, actives largely listed as inhibitors. hit rate 0.01% among 330,000;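 note: potency is the fitted concentration of half-maximal effect; plate controls were DMSO wells for no effect and full inhibition by NEM control for full effect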
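Cell-free coupled assay: 10nM USP2 core preincubated 30min RT with compound in Tris-HCl pH 8.0/CaCl2/CHAPS buffer, then 25nM Ub-CHOP2 and 25nM reporter substrate; fluorescence (Ex 485/Em 531) read after 60min RT, normalized to NEM inhibition, concentration-response curves fitted.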
a7 integrin act: activators of alpha7 integrin expression for muscular dystrophy. Potency, µM (doses to about 38.3 µM), for inactives: at the highest dose activation, actives largely listed as activators. hit rate 0.064% among 350,000. AID 624291. alpha7betagal myoblasts, beta-gal FDG fluorescence, 48 h;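 note: potency is the fitted concentration of half-maximal effect; 100% = response of the positive control SU9516; nearly all actives have a fitted effect of over 60% in size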
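alpha7betagal+/- myoblasts (passage 13, 250/well) treated 48 h at 37C with compounds at 1:260 dilution of DMSO stock. Lysed, then beta-galactosidase activity read as FDG fluorescence (ex 480/em 540) after 30 min, with pre-read for autofluorescence.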
TSG101-PTAP inh: blocks PTAP/TSG101 interaction to inhibit HIV-1 budding; 340,000 tested, under 10 active; Q99816; Fluorescence polarization, FITC-PTAP peptide / Tsg101 binding; Potency, µM (doses to about 115 µM), for inactives: at the top dose activity change, negative = inhibition, hits mostly inhibitors; active = well fitted inhibition curve with a large enough effect in the main read-out, with a control signal flat, not every such curve was filed as active; inconclusive = small, poorly fitted or top-dose-only effect, or effect the other way, or a change in a side signal; inactive = no such curve, though single readings can be large or run the other way; note: potency is the fitted concentration of half-maximal effect; % of control where 0% means no effect
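FP read-out: FITC-PTAP peptide, 50 nM final, binding Tsg101 binding domain, 10 uM final; 20 min, r.t.; 10 mM HEPES pH 7.5, 0.15 M NaCl, 0.01% Tween 20, 3 mM EDTA, 0.1 mM TCEP.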
BRCA1 expr up: BRCA1 expression activation. MCF7-BRCA1-FFLuc reporter, luminescence, 48 h; response scale: scaled: vehicle 0%, 10 µM genistein 100%. Potency, µM (series often up to 46.1 µM), inactives show at the highest dose activation, most hits filed as activators. hit rate 1.1% among 380,000; note: potency is the fitted concentration of half-maximal effect; nearly all actives have a fitted effect of over 80% in size; some results filed as inactive show a strong effect at the top dose
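MCF7 cells carrying a BRCA1-firefly luciferase reporter (2000 cells/well, phenol-red free MEM) were attached for 2 h at 37 °C, then given compounds for 48 h. Luminescence was read 15 min after luciferase reagent; activity normalized to genistein (10 microM) and DMSO.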
ELG1 genotox: genotoxicity induction in ELG1-luciferase HEK293T cells; Potency, µM (titrated, usually from 46 µM), without a hit: at the top dose activity change, positive = activation, usual class: activators; AID 504466; HEK293T ELG1-luciferase reporter, luminescence, 16 h; hit rate 1.3% among 330,000; note: potency is the fitted concentration of half-maximal effect; % of control where 0% means no effect; nearly all actives have a fitted effect of over 60% in size
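After overnight (16 hr) compound treatment at 37 °C, ELG1-luciferase HEK293T cells were lysed with ONE-Glo; luminescence quantified 30 min later at room temperature.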
p53 reactivator: restores transcriptional activity of mutant p53 | H1299 p53-A138V BP100-luciferase reporter, luminescence, 24 h | Potency, µM (highest dose often 92.2 µM), for the others: at the top dose activity change, positive = activation, usual class: activators | hit rate 0.063% among 320,000 | AID 504706; note: potency is the fitted concentration of half-maximal effect; % of control where 0% means no effect; nearly all actives have a fitted effect of over 45% in size
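H1299 (p53-null), stable ts p53-A138V + BP100-Luc; 1000 cells/well, Opti-MEM/10% FBS; cpd 4 pt, 1:5; 24 h, 37 deg C, 5% CO2; detection reagent 10 min RT; luminescence.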
Eya2 inh: Eya2 (human) phosphatase inhibition | O00167 | recombinant Eya2, OMFP fluorescence dephosphorylation (OMFP is methylfluorescein phosphate) | Potency, µM (series often up to 76.9 µM), without a hit: at the highest dose activity, negative = inhibition, usual class: inhibitors | hit rate 0.006% among 330,000; note: potency is the fitted concentration of half-maximal effect; % is set by controls: 0 for no effect and ±100 for the full control effect
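Eya2 (0.2 uM) preincubated 10 min at ambient with compound, then OMFP substrate added at 50 uM; 10 min reaction in 50 mM HEPES pH 7.5, 50 mM NaCl, 5 uM MgCl2, 0.05% BSA, 1 mM DTT. Fluorescence read at Ex 485/Em 525 nm.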
uPA surface inh: cell surface uPA generation inhibition. Potency, µM (titrated, usually from 38.3 µM), for the others: at the top dose activity change, negative = inhibition, actives largely listed as inhibitors. AID 540303. hit rate 0.31% among 330,000. cell surface uPA generation assay, qHTS; active = well fitted inhibition curve with a large enough effect; inconclusive = small, poorly fitted or top-dose-only effect; inactive = no such curve, though single readings can be large or run the other way; tested in mouse RAW 264.7 cells; note: potency is the fitted concentration of half-maximal effect; % is set by controls: 0 for no effect and ±100 for the full control effect; nearly all actives have a fitted effect of over 55% in size
An asterisk follows results filed as active; ? = inconclusive; · = not tested or not shown; [ ] = remark or other dose. Unless noted, calls come from the whole dose curve; as a rule, active = well fitted curve in the direction sought with a large enough effect; inconclusive = small, poorly fitted or top-dose-only effect, or another doubt; inactive = no such curve, though single readings can be large; an effect the other way counts as inactive or inconclusive.

cpd | SMILES | B2AR arrestin | TRPV1 agonist | S-ASM inh | USP2a inh | a7 integrin act | TSG101-PTAP inh
1 | O=C(Nc1cccnc1)c1ccc2c(c1)C(=O)N(CC1CCCO1)C2=O (configuration not stated) | -0.1% | 4 | -1% | 3% | 26% | -1%
2 | COc1ccc([C@H]2CC(=O)C=C(c3cccc(C(C)C)c3)C2)cc1OC | 0.4% | ? | -5% | 0% | 6% | ·
3 | Cc1ccc(-n2nc3c(c2NC(=O)c2ccc(Br)o2)CSC3)c(C)c1 | 0.2% | 4 | 1% | -2% | 14% | ·
4 | CCOC(=O)/C(C#N)=N/Nc1ccc(S(=O)(=O)Nc2cc(OC)nc(OC)n2)cc1 | · | · | -5% | · | 6% | -1%
5 | COc1ccccc1-c1cc(N)n(S(=O)(=O)c2ccc(F)c(C)c2)n1 | -0.6% | 6 | 2% | 4% | -2% | 0%
6 | CC(OC(=O)CC1CCCCC1)C(=O)Nc1cccc(C#N)c1 (configuration not stated) | -0.2% | -2 | 2% | 0% | -5% | -2%
7 | COc1cc(SC)ccc1C(=O)N(Cc1ccccc1)c1ccccc1 | 0.0% | 2 | 0% | -1% | -1% | -3%
8 | CCOC(=O)c1nc(C)c(C(C)=O)s1 | 0.4% | 0 | 3% | 4% | -14% | -5%
9 | CCCNC(=O)c1ccccc1SCc1c(C)noc1C | 0.0% | -2 | 3% | 4% | -49%[inhibitor] | -6%
10 | Cc1cc(-c2csc(NC(=O)c3ccc(=O)[nH]c3)n2)c(C)n1Cc1ccco1 | -0.8% | -7 | -6% | -5% | ? | -1%
11 | O=S(=O)(Nc1ccccc1N1CCOCC1)c1cccs1 | -0.2% | · | 1% | -2% | 11% | -3%
12 | O=C(NCc1ccco1)C1OCCc2ccccc21 (configuration not stated) | 0.3% | -6 | -5% | 1% | 21% | -1%
13 | COC(=O)[C@]1(Cc2ccccc2)N[C@H](c2ccc(-c3ccc(F)cc3)cc2)[C@@H]2C(=O)N(C)C(=O)[C@@H]21 | -0.1% | 1 | -11% | -2% | 3% | -6%
14 | OC(CN1CCOCC1)(c1ccccc1)c1ccccn1 (configuration not stated) | -1.3% | 10 | 6% | 1% | 4% | -5%
15 | O=S(=O)(NC1CCCCCCC1)c1cccs1 | -1.2% | -5 | -3% | 0% | -4% | 3%

cpd | BRCA1 expr up | ELG1 genotox | p53 reactivator | Eya2 inh | uPA surface inh
1 | 0% | 0% | -3% | 4% | 10%
2 | -30% | -2% | -10% | -4% | 7%
3 | 4% | 5% | 3% | 6% | 8%
4 | 3% | · | · | · | 3%
5 | -34% | 0% | -10% | -7% | -12%
6 | -5% | -5% | -1% | -11% | 5%
7 | 0% | -15% | -25% | -6% | -1%
8 | 9% | 2% | 5% | -9% | 5%
9 | 1% | -12% | 19% | 11% | -7%
10 | -19% | 0% | 2% | ? | 1%
11 | -3% | ? | -2% | 5% | -2%
12 | 1% | -1% | 2% | 18% | 4%
13 | -47% | -4% | -6% | 5% | -22%
14 | -2% | -1% | 0% | -3% | -6%
15 | 8% | 0% | 0% | -9% | 0%

Next section:
cpd | SMILES | B2AR arrestin | TRPV1 agonist | S-ASM inh | USP2a inh | a7 integrin act | TSG101-PTAP inh
16 | C=CCNC(=S)N/N=C/c1ccc(-c2ccc(OC)cc2)o1 | 0.1% | 0 | 339%[activator] | -2% | -31% | -7%
17 | CC1CCc2nn(CC(=O)Nc3ccc(F)cc3F)cc2C1 (configuration not stated) | -0.1% | 1 | 8% | 1% | -6% | 0%
18 | Cc1cccc(N(C(=O)CS(=O)CC(=O)Nc2ccc3c(c2)OCO3)C(C)C(=O)NC2CCCC2)c1C (configuration not stated) | 0.6% | -1 | 3% | 11% | -24% | -5%
19 | Cc1ccc(OCC(=O)N/N=C\c2cn(Cc3ccccc3)c3ccccc23)cc1C | -0.5% | 2 | -13% | 2% | -29% | 0%
20 | CCn1cnc2c1c(=O)n(Cc1cccc(Br)c1)c(=O)n2Cc1ccccc1 | 0.2% | -2 | -2% | -6% | -5% | 0%
21 | COc1cc(CNn2nnnc2N)ccc1OCC(=O)NC(C)(C)C | 4.1% | -2 | 3% | 2% | -1% | -1%
22 | CCOC(=O)C(C)Oc1ccc(C2NC(=O)NC(C)=C2C(=O)Nc2ccccc2C)cc1 (configuration not stated) | 0.4% | 0 | 0% | -1% | 18% | -6%
23 | CC(C)CCNC(=O)CNC(=O)c1cccs1 | -0.8% | -3 | 4% | 2% | 24% | -1%
24 | Cc1nn(C)cc1C(=O)c1ccccc1 | · | · | 3% | · | 0% | -6%
25 | Cc1ncc(C[n+]2ccc(C)c(C)c2)c(N)n1 | -0.2% | -1 | 2% | 1% | 29% | -2%
26 | O=C(c1ccc([N+](=O)[O-])cc1)N(Cc1ccccc1)Cc1ccccc1 | · | · | -2% | · | -31% | -4%
27 | Cc1cc(OCc2nc3ccccc3s2)ccc1N | 0.5% | 7 | 3% | -1% | -13% | 0%
28 | Cc1cc(C)c2c(NC(N)=S)n[nH]c2n1 | -1.0% | 1 | 1% | 4% | ? | 0%
29 | CCn1cc(S(=O)(=O)NCCc2ccc(OC)c(OC)c2)cn1 | 0.1% | 3 | 2% | 2% | -32% | -6%
30 | Cc1ccc2c(CC(=O)O)coc2c1C | 0.2% | -6 | 6% | 1% | -15% | -7%

cpd | BRCA1 expr up | ELG1 genotox | p53 reactivator | Eya2 inh | uPA surface inh
16 | -70% | -17% | 0% | -6% | ·
17 | -17% | 7% | 4% | -21% | -2%
18 | -3% | -2% | 1% | 1% | -1%
19 | -67% | -4% | -1% | -1% | 10%
20 | -33% | -1% | -13% | 3% | -7%
21 | 3% | -1% | -2% | 0% | 0%
22 | 1% | 0% | -3% | 2% | 13%
23 | 20% | 13% | 4% | -1% | ·
24 | 29% | · | · | · | -6%
25 | 0% | -6% | 2% | 13% | 7%
26 | -24% | · | · | · | -2%
27 | 25% | 2.9µM* | ? | 0% | -8%
28 | -20% | -1% | -1% | 5% | 3%
29 | -19% | -5% | · | 11% | -9%
30 | -1% | 0% | 1% | 18% | -4%

An excerpt of these results, in transposed form:
19) Cc1ccc(OCC(=O)N/N=C\c2cn(Cc3ccccc3)c3ccccc23)cc1C
24) Cc1nn(C)cc1C(=O)c1ccccc1
Compound	19	24
B2AR arrestin	-0.5%	·
TRPV1 agonist	2	·
S-ASM inh	-13%	3%
USP2a inh	2%	·
a7 integrin act	-29%	0%
TSG101-PTAP inh	0%	-6%
BRCA1 expr up	-67%	29%
ELG1 genotox	-4%	·
p53 reactivator	-1%	·
Eya2 inh	-1%	·
uPA surface inh	10%	-6%

(next part)
cpd | SMILES | B2AR arrestin | TRPV1 agonist | S-ASM inh | USP2a inh | a7 integrin act | TSG101-PTAP inh
31 | CCOC(=O)/C(C#N)=C1\Nc2ccccc2N=C1N(CC(C)C)CC(C)C | -0.1% | -6 | 23% | 0% | 6% | -5%
32 | O=C(CCN1C(=O)[C@H]2CC=CC[C@H]2C1=O)NCc1nc(-c2ccc(Cl)cc2)no1 | -0.2% | -1 | -2% | 1% | -4% | -1%
33 | COc1ccc(NS(=O)(=O)c2ccc3oc(SC)nc3c2)cc1 | 0.6% | 2 | -6% | 4% | 3% | -4%
34 | Cc1[nH]n(-c2ccccc2)c(=O)c1N=Nc1ccc(C(N)=O)cc1 | 4.4% | 3 | -1% | 0% | -9% | -2%
35 | Cc1noc(C)c1C(=O)NNc1ccc(C(C)C)cc1 | -0.7% | 0 | 2% | -1% | ? | -5%
36 | CCCCN1C(=S)NC[C@@H]1Cc1ccc(O)cc1 | -0.6% | -2 | 2% | 3% | 37% | -6%
37 | Cn1ncc(Cl)c(Oc2ccc(C(C)(C)C)cc2)c1=O | -0.8% | 18 | -2% | 0% | -37% | 1%
38 | Cc1nc2ncnn2c(C)c1CCC(=O)Nc1csc(N)n1 | -1.2% | 1 | -3% | 0% | 7% | -7%

cpd | BRCA1 expr up | ELG1 genotox | p53 reactivator | Eya2 inh | uPA surface inh
31 | -45% | -3% | 25% | -19% | 5%
32 | 5% | -3% | 18% | -3% | 2%
33 | -19% | -8% | -2% | 2% | -1%
34 | -32% | 0% | 2% | 15% | 2%
35 | 0% | 1% | 1% | 21% | -1%
36 | -8% | 0% | 0% | -2% | -4%
37 | -24% | 1% | ? | -4% | 0%
38 | 3% | -5% | -7% | -16% | ·
